OXTR potentiator – human OXTR potentiation; CHO-OTR cells, Fluo-8 calcium fluorescence, potentiator mode; 0% = oxytocin EC15, 100% = EC100; activation, % at 3 µM; hit rate 0.061% among 320,000; AID 2445;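 active = activation above that plate's cutoff, the mean activation of tested compounds plus 3 SD, cut at about 6.6% in these data, passing the limit was not always enough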;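 note: 100% uses oxytocin at 75 nM as the full agonist control; some results filed as inactive read as strong as hits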
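Material: CHO-OTR cells, human receptor; compound dosing: single dose, 3.0 µM nominal final compound concentration; schedule: 6 min compound pre-incubation at room temperature, 100 s kinetic read; measured by: kinetic Fluo-8 calcium fluorescence; read-out basis: % activation vs EC15 and EC100 oxytocin; controls: EC15 oxytocin alone as 0%, 75 nM oxytocin as 100%; replicates: singlicate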
CHO parental Ca – signal in parental CHO cells, OX1R antagonist counter-screen; parental CHO-K1, ATP-induced calcium, Fluo-8 fluorescence; inhibition, % at 5.6 µM; hit rate 0.63% among 330,000; AID 463079;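 active = inhibition above that plate's mean sample inhibition plus 3 SD, cut at about 26% in these data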;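 note: 0% = ATP-challenged DMSO wells and 100% = DMSO wells without ATP; some compounds past the cut are filed as inactive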
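Test system: untransfected parental CHO cell line; also added: ATP stimulus; dosing: 5.6 µM, single dose; signal: calcium-sensitive Fluo-8 fluorescence; measure: percent inhibition of ATP-evoked calcium rise, normalized to controls; benchmarks: low control ATP plus DMSO, high control DMSO only; replication: one well per compound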
CHO-K1 Ca ag – M1 agonist counterscreen hit in parental CHO-K1 cells; Fluo-8 calcium fluorescence; scaled to maximal ATP response, vehicle zero; AID 602248; hit rate 0.48% among 360,000; activation, % at 3 µM; in the data active = activation above about 15%;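 note: untransfected CHO-K1 host cells lacking M1 receptor as counterscreen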
M1 PAM parental – counter-screen for M1 PAMs: effect in parental CHO-K1 cells; ATP EC20, Fluo-8 calcium fluorescence; 0% at ATP EC20, 100% at ATP max; activation, % at 3 µM; hit rate 0.02% among 360,000; AID 602247;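 active = activation above the run cutoff, the mean activation of all test compounds plus 3 SD, cut at about 40% in these data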;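 note: peak over basal fluorescence ratio in a 140 s read after ATP addition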
CHO-K1 Ca antag – counter-screen for M1 antagonists: effect in parental CHO-K1 cells. ATP-induced calcium, Fluo-8 fluorescence. inhibition, % at 3 µM. hit rate 0.6% among 360,000. AID 602250;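 active = inhibition above a per-plate cutoff, the plate's mean sample inhibition plus 3 SD, cut at about 24% in these data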;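 note: 0% = DMSO plus EC80 ATP and 100% = DMSO alone without ATP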
V1aR counter – activates human V1a receptor in oxytocin agonist counter-screen; P37288; CHO-V1R cells, Fluo-8 calcium fluorescence, agonist mode; 0% DMSO, 100% 3 nM vasopressin; activation, % at 3 µM; hit rate 0.25% among 320,000; AID 2797;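 active = activation above the mean activation of all tested compounds plus 3 SD, per screening run, cut at about 20% in these data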;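 note: signal is peak over basal fluorescence ratio across a 100 second FLIPR read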
Target sequence (P37288 whole entry, looked up): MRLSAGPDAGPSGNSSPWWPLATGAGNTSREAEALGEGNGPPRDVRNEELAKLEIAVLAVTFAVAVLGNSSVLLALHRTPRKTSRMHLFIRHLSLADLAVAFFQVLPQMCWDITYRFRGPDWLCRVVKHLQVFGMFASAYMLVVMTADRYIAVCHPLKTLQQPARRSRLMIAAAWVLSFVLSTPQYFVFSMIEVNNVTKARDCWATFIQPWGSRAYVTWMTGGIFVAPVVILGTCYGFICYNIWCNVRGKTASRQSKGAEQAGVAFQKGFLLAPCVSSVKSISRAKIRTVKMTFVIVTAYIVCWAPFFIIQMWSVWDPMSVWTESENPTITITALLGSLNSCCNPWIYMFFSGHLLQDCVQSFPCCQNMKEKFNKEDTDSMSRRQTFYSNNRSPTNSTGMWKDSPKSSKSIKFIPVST
OXTR ag – agonists of human oxytocin receptor | hit rate 0.32% among 320,000 | activation, % at 3 µM | CHO-OTR cells, Fluo-8 calcium fluorescence; normalized: DMSO 0%, oxytocin 100%;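 active = activation above the mean of all tested compounds plus 3 SD, cutoff set per screening run, cut at about 20% in these data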;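 note: peak over basal fluorescence ratio from a 100 s FLIPR kinetic read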
TAAR1 antagonist – antagonists of human TAAR1; CHO RD-HGA16 TAAR1, Fluo-8 calcium fluorescence, antagonist; hit rate 1.5% among 360,000; inhibition, % at 3 µM; AID 624466; Q96RJ0;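 active = inhibition above a per-plate cutoff, the mean inhibition of test compounds on that plate plus 3 SD, cut at about 49% in these data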;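 note: 0% = DMSO plus EC80 beta-PEA response and 100% = DMSO alone without agonist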
Target sequence (Q96RJ0 whole entry, looked up): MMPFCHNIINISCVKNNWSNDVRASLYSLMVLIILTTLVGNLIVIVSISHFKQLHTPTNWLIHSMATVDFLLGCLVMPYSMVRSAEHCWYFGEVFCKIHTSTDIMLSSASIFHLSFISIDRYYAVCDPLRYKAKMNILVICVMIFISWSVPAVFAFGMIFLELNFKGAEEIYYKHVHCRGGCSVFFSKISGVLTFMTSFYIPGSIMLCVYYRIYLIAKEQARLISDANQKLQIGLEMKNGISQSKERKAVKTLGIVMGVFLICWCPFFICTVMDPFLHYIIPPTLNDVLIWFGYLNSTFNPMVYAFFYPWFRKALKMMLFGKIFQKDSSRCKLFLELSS
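System: RD-HGA16 CHO cells with stable hTAAR1 and Gα16 | Probe or stimulus: EC80 β-phenethylamine stimulus | Dosing: 3 µM, single point | Times: Dye loading 75 min at 37 °C, then 30 min room temperature | Measured by: Fluo-8 calcium-sensitive fluorescence | Read-out basis: % inhibition of agonist calcium response | Replicates: n of 1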
GPR7 antagonist – antagonists of human GPR7 (neuropeptides B/W receptor 1); P48145; hit rate 1.1% among 290,000; AID 1861; GPR7-expressing cells, fluorescence antagonist assay; inhibition, % at 4.4 µM; in the data active = inhibition above about 16%, passing the limit was not always enough;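 note: cells stimulated with the agonist NPW; 0% = agonist with vehicle and 100% = vehicle without agonist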
Target sequence (P48145 whole entry, looked up): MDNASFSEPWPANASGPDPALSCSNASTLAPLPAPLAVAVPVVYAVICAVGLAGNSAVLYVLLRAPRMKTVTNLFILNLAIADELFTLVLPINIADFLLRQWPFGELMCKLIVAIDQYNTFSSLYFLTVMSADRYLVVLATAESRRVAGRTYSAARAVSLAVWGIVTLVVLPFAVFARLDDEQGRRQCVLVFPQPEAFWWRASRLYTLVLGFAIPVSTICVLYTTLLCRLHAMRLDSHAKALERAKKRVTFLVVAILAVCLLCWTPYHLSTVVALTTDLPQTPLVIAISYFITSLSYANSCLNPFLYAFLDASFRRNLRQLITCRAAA
* hit, by the source's call; · = no result given.

SMILES | OXTR potentiator | CHO parental Ca | CHO-K1 Ca ag | M1 PAM parental | CHO-K1 Ca antag | V1aR counter | OXTR ag | TAAR1 antagonist | GPR7 antagonist
COc1ccc(C(C(=O)NC(C)(C)C)N(CCC(C)C)C(=O)CCC(=O)Nc2cc(C)on2)cc1 (stereo unspecified) | -24 | -11 | -1.3 | 8 | -6 | -1.5 | -1.8 | -14 | 10
COCCn1c(C)cc(/C=C(\C#N)C(=O)OCC(=O)Nc2ccc(S(N)(=O)=O)cc2)c1C | · | · | 0.9 | 16 | -1 | · | · | -16 | ·
CCc1nnc(N/N=C\c2ccc(OC(C)=O)c(OC)c2)n1N | -2 | -14 | 2.7 | 4 | -7 | 0.6 | 2.0 | -9 | -5
C=CCOc1ccccc1CN(C(=O)CCl)c1ccc2c(c1)OCO2 | 1 | -19 | -0.5 | -4 | -3 | -0.1 | -0.6 | -31 | -5
O=C(CSC(=S)N1CCCC1)N1CCN(S(=O)(=O)c2cccc([N+](=O)[O-])c2)CC1 | -2 | -10 | 0.8 | 12 | -4 | -0.3 | -0.2 | -5 | 5
O=C1CN=C(Nc2ccccc2Cl)N1c1ccccc1 | -5 | -17 | -0.2 | 5 | -6 | 0.2 | 0.8 | -7 | -9
CC1C/C(=N\NC(=O)c2ccc(NS(=O)(=O)c3ccc(Br)cc3)cc2)CC(C)(C)C1 (stereo unspecified) | 1 | 0 | 0.6 | 10 | -4 | 1.2 | -1.7 | 2 | 1
Cc1ccccc1N1CC(C(=O)Nc2ccncc2)CC1=O (stereo unspecified) | -11 | 1 | 1.8 | 14 | 5 | 0.1 | 0.9 | -24 | ·
CCCNC(=O)OC[C@H]1O[C@H](CCO/N=C/C[C@@H]2C=C[C@H](OC(C)=O)[C@@H](COC(C)=O)O2)C=C[C@@H]1Oc1ccc(OC)cc1 | -11 | -15 | · | · | · | 4.1 | -0.8 | · | -7
CCOC(=O)N1CCN(C(=O)c2cn(CC)c3ccc(S(=O)(=O)N4CCOCC4)cc3c2=O)CC1 | -2 | -7 | -0.2 | -20 | 9 | 0.1 | 1.0 | -2 | -5
COc1cccc(-c2cccc(NC(=O)C3CCN(C4CCC4)CC3)c2)c1 | -4 | -14 | 1.3 | 14 | 2 | -0.3 | -0.7 | -30 | -10
Cc1sc(NC(=O)Cn2cnnn2)nc1-c1ccc(Cl)cc1 | -11 | 2 | 1.7 | 16 | -16 | 0.8 | 0.4 | -12 | -1
CCOC(=O)c1c(NC(=O)C2C3C=CC(CC3)C2C(=O)O)sc(C)c1C (stereo unspecified) | -4 | -11 | 0.0 | 13 | -4 | -0.5 | -1.9 | -22 | -7
COc1ccc(-c2c(C)n([O-])c3c([n+]2=O)CCCC3)c(OC)c1 | 3 | -4 | -0.1 | 15 | -13 | -0.1 | -0.4 | 8 | -1
CC1CCN(CC(=O)Nc2ccc(S(=O)(=O)N3CCCCC3)cc2)CC1 | -8 | 1 | 0.1 | 5 | -2 | 0.4 | 0.3 | -4 | 17
CC(=O)c1c(C)[nH]c(C(=O)OCC(=O)Nc2cc(S(=O)(=O)N3CCCC3)ccc2Cl)c1C | -21 | -14 | 12 | 6 | 2 | 14 | 11 | 13 | -7
COCCNC(=O)CN(Cc1ccccc1)C(=O)CCC(=O)Nc1nccs1 | -5 | -7 | 1.2 | 14 | -13 | -0.1 | -0.1 | 1 | 8
COc1cc2c(cc1NC(=O)c1ccccc1-c1ccccc1C(=O)O)-c1ccccc1C2 | · | · | -0.1 | 6 | -1 | · | · | 2 | ·
CC(C)(C)c1ccc(C(=O)OCC(=O)Nc2sc3c(c2C#N)CCC3)cc1 | 2 | -7 | 0.0 | 7 | -3 | -0.1 | -1.5 | 11 | -6
Cc1ccccc1C(=O)NNC(=O)CN1C(=O)c2ccccc2C1=O | -1 | 0 | 6.5 | 26 | -4 | -0.9 | -0.4 | 4 | -8
O=C(COc1ccc(Cl)cc1Cl)Nc1ccccn1 | -4 | -8 | 0.0 | 10 | -8 | -0.7 | -1.1 | 11 | -10
CN(C)CC1CCCCC1OC(=O)c1ccc(S(=O)(=O)N(C)c2ccccc2)cc1 (stereo unspecified) | -5 | -5 | 5.4 | -2 | 2 | 2.8 | 6.8 | -1 | 6
Cc1nc2ccc(NC(=O)C3CCN(S(=O)(=O)c4cccs4)CC3)cc2s1 | -20 | -6 | 2.5 | -8 | 17 | 12 | 13 | -5 | 10
CCOc1ccc2c(c1)C(N(CCN1CCOCC1)C(=O)Nc1ccccc1)CC(C)(C)O2 (stereo unspecified) | -2 | -12 | 0.8 | 18 | -10 | -0.9 | -1.0 | -29 | -22
COc1nc(OC)nc(N(C)CCO)n1 | -10 | -1 | 0.3 | 15 | -4 | 0.0 | 0.7 | 6 | -2

Continuation:
SMILES | OXTR potentiator | CHO parental Ca | CHO-K1 Ca ag | M1 PAM parental | CHO-K1 Ca antag | V1aR counter | OXTR ag | TAAR1 antagonist | GPR7 antagonist
COc1ccc(CCNC(=O)c2cnc(Cl)c(Cl)c2)cc1 | -11 | 0 | 1.4 | 3 | -5 | 3.7 | -1.0 | 6 | 6
C=CCn1c(C)cc(C(=O)CN2C(=O)NC3(CCCc4ccccc43)C2=O)c1C (stereo unspecified) | -10 | -27 | 1.6 | 15 | -8 | 0.2 | 0.3 | 2 | 12
CCOc1ccc(C(=O)NCC(=O)NC(C)c2ccc(-n3ccnc3)cc2)cc1OCC (stereo unspecified) | -7 | -5 | 0.2 | 10 | -6 | 0.7 | -0.4 | -9 | -7
Cc1cc(C)c(S(=O)(=O)c2ccccc2Cl)c(=O)[nH]1 | 0 | -1 | -0.1 | -5 | 16 | 1.3 | 0.6 | -16 | -17
COc1ccc(CN2C(=O)c3ccccc3C2c2nnnn2C(C)C)cc1OC (stereo unspecified) | · | · | 0.9 | 20 | -31 | · | · | -10 | ·
NC(=O)c1sc2nc3c(c(-c4cccnc4)c2c1N)CCC3 | -2 | 5 | 1.4 | 8 | 1 | 0.0 | 0.4 | -24 | -4
Cc1cc2nc(SCCOC(=O)Nc3ccc(Cl)cc3)nc(C)c2cc1C | 0 | -11 | -0.2 | -1 | 8 | 0.4 | -0.3 | 14 | -8
O=C(CCNC(=O)N1CC(=O)Nc2ccccc21)Nc1ccc(Br)cc1F | -9 | -14 | 1.5 | 22 | -11 | -0.8 | -0.1 | 8 | 0
C[C@H](NC(=O)c1[nH]cnc1C(=O)Nc1ccccc1)C(=O)OC(C)(C)C | 6 | -9 | -0.4 | 9 | -4 | -0.7 | -0.1 | 0 | ·
CCc1noc(C)c1C(=O)OCC(=O)c1ccc(NC(C)=O)cc1F | -6 | -3 | -0.1 | -15 | 2 | 1.7 | -0.2 | -26 | ·
Cc1nc2c(C(=O)NCc3ccco3)cnn2c(C)c1Cc1ccc(F)cc1Cl | -4 | -25 | 0.3 | 1 | -19 | 0.6 | -0.2 | 24 | 3
CCOC(=O)c1c(NC(=O)CN2CCN(C(=O)C3CCCO3)CC2)sc(C)c1C (stereo unspecified) | -8 | -1 | 0.0 | 22 | 5 | 0.9 | -0.8 | -34 | 2
CCN(CC)S(=O)(=O)c1ccc(N/N=C/c2cc(OC)c(OC)cc2OC)nc1 | -4 | -3 | -0.1 | 9 | -8 | -0.2 | -1.4 | -8 | -6
Cc1ccc(-c2nn3c(-c4ccco4)nnc3c3ccccc23)cc1S(=O)(=O)NCC1CCCO1 (stereo unspecified) | -12 | -6 | 2.3 | 6 | -5 | 0.1 | -0.8 | 17 | 4
Cc1ccccc1NC(=O)N1CCC(NC(=O)C2CCCCC2)CC1 | -3 | -4 | 0.4 | -2 | -4 | 0.3 | -0.3 | -10 | -18
Cc1nc(N2CCOCC2)nc(N2CCCC2)c1[N+](=O)[O-] | -4 | -22 | -0.2 | 10 | 4 | -0.9 | -1.7 | -5 | -9
CN1CCN(C(=O)c2ccccc2-c2ccccc2C(=O)O)CC1 | -3 | 0 | 0.6 | 19 | -4 | 0.4 | 1.7 | -16 | 1
COc1ccc(/C=C(\NC(=O)c2ccc(OC)cc2)C(=O)Nc2ccc(C(=O)O)cc2)cc1 | · | · | 6.7 | -5 | 1 | · | · | -3 | -4
C=CCSc1nnc(COc2ccc(=O)n(-c3ccccc3)n2)n1CC | -5 | -6 | 9.2 | 16 | -2 | -0.1 | 0.5 | -8 | -1
Cc1cccnc1C(NC(=O)C1CCN(CCCc2ccccc2)CC1)c1ccc(F)cc1 (stereo unspecified) | · | · | 0.1 | 13 | -9 | · | · | -14 | ·
S=C(NCc1ccco1)Nc1cc(Cl)c(Cl)cc1Cl | -5 | -9 | 8.0 | 4 | 22 | 4.5 | 1.0 | -3 | 16
COc1cc([N+](=O)[O-])ccc1N=Nc1c(N)[nH]n(-c2ccccc2)c1=O | -1 | -12 | 17* | 22 | 1 | -0.3 | -0.4 | 4 | -3
COc1cccc(N2CCN(CC(=O)NC(=O)NC3CCCCC3)CC2)c1 | · | · | 1.0 | -18 | -1 | · | · | -37 | ·
CCN(CC(=O)NC(C)(C)C)C(=O)c1ccc(Br)cc1 | 3 | -19 | 0.3 | -5 | -15 | -0.5 | -1.9 | -17 | -8
COC(=O)c1sccc1NC(=S)Nc1ccc(OC)cc1 | 0 | 5 | 1.1 | 8 | -6 | 1.1 | 0.1 | -18 | 3
O=S(=O)(c1ccc(S(=O)(=O)N2CCOCC2)cc1)N1CCCC1 | 12* | -10 | -0.1 | -1 | 19 | 2.1 | 1.6 | -4 | -11
O=C(CN(C(=O)Cn1nnc(-c2cccs2)n1)c1ccc2c(c1)OCCO2)NC1CCCCC1 | -7 | -12 | 6.1 | 25 | -2 | 0.0 | -1.1 | 0 | 10

Some of the entries above, reformatted.
Value order: OXTR potentiator	CHO parental Ca	CHO-K1 Ca ag	M1 PAM parental	CHO-K1 Ca antag	V1aR counter	OXTR ag	TAAR1 antagonist	GPR7 antagonist
Cc1nc(N2CCOCC2)nc(N2CCCC2)c1[N+](=O)[O-]
→ -4	-22	-0.2	10	4	-0.9	-1.7	-5	-9
CN1CCN(C(=O)c2ccccc2-c2ccccc2C(=O)O)CC1
→ -3	0	0.6	19	-4	0.4	1.7	-16	1

One compound at a time, from the list above:
`CCOC(=O)c1c(NC(=O)CN2CCN(C(=O)C3CCCO3)CC2)sc(C)c1C` (stereo unspecified) as listed: OXTR potentiator = -8; CHO parental Ca = -1; CHO-K1 Ca ag = 0.0; M1 PAM parental = 22; CHO-K1 Ca antag = 5; V1aR counter = 0.9; OXTR ag = -0.8; TAAR1 antagonist = -34; GPR7 antagonist = 2
`CC(=O)c1c(C)[nH]c(C(=O)OCC(=O)Nc2cc(S(=O)(=O)N3CCCC3)ccc2Cl)c1C` as listed: OXTR potentiator = -21; CHO parental Ca = -14; CHO-K1 Ca ag = 12; M1 PAM parental = 6; CHO-K1 Ca antag = 2; V1aR counter = 14; OXTR ag = 11; TAAR1 antagonist = 13; GPR7 antagonist = -7

Compound activity from PubChem.
